Compound activity from PubChem.
CAL PDZ FP = inhibitors of human CAL PDZ peptide binding | purified CAL PDZ, TMR-peptide fluorescence polarization, 1 h | inhibition, % at 24.9 µM | 0.92% of 300,000 active;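 active = mean inhibition of at least 30% with at least half of replicates also reaching 30%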;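 also: 0% = DMSO neutral control and 100% = excess unlabeled competitor peptide PRC23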
V-ATPase pHluor = alters yeast V-ATPase proton transport; S. cerevisiae, pHLuorin cytosolic pH fluorescence; response, % at 10 µM; 0.37% of 350,000 active; in the data active = response mostly above about 7.3%, no sharp cut-off; inactive = mostly below about 5.4%; also: actives read high; inactives centre near 0; some compounds called inactive have numbers as strong as hits; reference of the scale not given here
RTF Ca sens act = cardiac RTF calcium sensitization; IANBD-labeled TnC RTF fluorescence at EC20 calcium; 0% EC20 calcium, 100% full calcium; 0.24% of 340,000 active; P19429+P45379; activation, % at 7.2 µM;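 active = activation above the mean over all tested compounds plus 3 SD, cut at about 30% in these data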;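 also: rise in fluorescence read as greater calcium sensitivity of cardiac thin filaments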
HTR5A ag ctr = HTR5A agonism, opioid heterodimer counter-screen | P47898 | HTR5A agonist assay, luminescence, cell-based | activation, % at 9.3 µM | 0.61% of 340,000 active | AID 504692; in the data active = activation mostly above about 9.5%, no sharp cut-off; inactive = mostly below about 7.6%;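 also: 0% = cells with vehicle only and 100% = reference agonist; strong numbers were not always called active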
Target sequence (P47898 whole entry, looked up): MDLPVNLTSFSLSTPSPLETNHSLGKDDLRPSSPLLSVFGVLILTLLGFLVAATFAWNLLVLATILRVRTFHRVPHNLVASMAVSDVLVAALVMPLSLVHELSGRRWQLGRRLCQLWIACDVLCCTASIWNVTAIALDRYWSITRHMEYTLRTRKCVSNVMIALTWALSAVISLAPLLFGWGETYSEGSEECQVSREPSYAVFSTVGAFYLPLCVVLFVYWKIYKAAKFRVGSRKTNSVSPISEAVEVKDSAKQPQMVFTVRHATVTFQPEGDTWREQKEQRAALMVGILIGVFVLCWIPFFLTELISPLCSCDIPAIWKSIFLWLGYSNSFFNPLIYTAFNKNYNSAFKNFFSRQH
MOR-DOR ag = OPRM1-OPRD1 heterodimerization agonism; activation, % at 9.3 µM; 0.3% of 340,000 active; AID 504326; cells, luminescence; P35372+P41143; in the data active = activation above about 18%;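 also: 0% = vehicle-treated cells and 100% = reference agonist; values of inactives mirror those of a sister screen read the other way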
OPRM1-OPRD1 inv = inverse agonists of human mu-delta opioid receptor heterodimerization; 0.21% of 340,000 active; cell-based MOR-DOR heterodimer luminescence, inverse agonism; inhibition, % at 9.3 µM; in the data active = inhibition above about 22%, passing the limit was not always enough;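 also: 0% = cells with DMSO and 100% = wells without cells with DMSO; values of inactives mirror those of a sister screen read the other way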
LANA DNA inh = KSHV C-LANA DNA binding inhibition. MBP-C-LANA/FAM-LBS DNA binding, fluorescence polarization. inhibition, % at 9 µM. AID 504423. 0.078% of 340,000 active;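 active = highest replicate inhibition at or above 60% at 9 µM, even if other replicates fall short; inactive = all replicates below 60% inhibition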;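 also: 0% = neutral control wells and 100% = 4 µM acridine orange control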
HTR5A inv ctr = counter-screen for OPRM1-OPRD1 inverse agonists: human HTR5A inverse agonism | P47898 | HTR5A cell line, luminescence | inhibition, % at 9.3 µM | 0.083% of 340,000 active | AID 504634; in the data active = inhibition mostly above about 23%, no sharp cut-off; inactive = mostly below about 18%;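 also: 0% = cells with DMSO and 100% = no-cell wells with DMSO; some compounds called inactive have numbers as strong as hits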
RTF Ca sens inh = cardiac RTF calcium desensitization. P19429+P45379. IANBD-labeled cardiac RTF, Ca2+ fluorescence. inhibition, % at 7.15 µM. 0.12% of 340,000 active;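 active = inhibition above the mean inhibition of all tested compounds plus 3 SD, cut at about 17% in these data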;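 also: assay run at fixed EC70 calcium of 1.6 mM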
Keap1-Nrf2 PPI = disrupts human Keap1 binding to Nrf2 peptide; 0.15% of 340,000 active; Keap1 Kelch-Nrf2 peptide fluorescence polarization, 1536-well; Q14145; inhibition, % at 9.4 µM; AID 504523; in the data active = inhibition above about 12%;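 also: human Keap1 Kelch domain with fluorescein labeled Nrf2 9mer peptide probe; 0% = neutral control wells and 100% = peptide positive control; higher means more block of Keap1 binding to Nrf2 peptide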
Target sequence (Q14145 whole entry, looked up, the tested form may be a part): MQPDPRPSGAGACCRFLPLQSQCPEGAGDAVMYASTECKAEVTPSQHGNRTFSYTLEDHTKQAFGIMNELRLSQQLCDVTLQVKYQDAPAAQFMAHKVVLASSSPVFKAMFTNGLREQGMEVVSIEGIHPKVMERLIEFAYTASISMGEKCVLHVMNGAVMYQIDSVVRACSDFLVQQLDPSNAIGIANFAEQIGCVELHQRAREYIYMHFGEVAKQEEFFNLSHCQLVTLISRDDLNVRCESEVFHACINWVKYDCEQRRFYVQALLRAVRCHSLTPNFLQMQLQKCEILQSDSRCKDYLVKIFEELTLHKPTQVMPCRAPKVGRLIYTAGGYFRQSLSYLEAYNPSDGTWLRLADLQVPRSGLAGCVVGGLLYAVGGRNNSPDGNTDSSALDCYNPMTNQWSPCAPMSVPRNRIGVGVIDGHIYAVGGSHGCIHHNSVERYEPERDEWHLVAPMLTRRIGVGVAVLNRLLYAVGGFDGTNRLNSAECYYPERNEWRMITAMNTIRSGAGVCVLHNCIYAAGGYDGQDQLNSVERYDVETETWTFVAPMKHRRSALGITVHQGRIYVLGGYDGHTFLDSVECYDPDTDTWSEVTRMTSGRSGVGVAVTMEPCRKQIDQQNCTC
* = called active by the depositor; · = not tested or not shown.

SMILES	CAL PDZ FP	V-ATPase pHluor	RTF Ca sens act	HTR5A ag ctr	MOR-DOR ag	OPRM1-OPRD1 inv	LANA DNA inh	HTR5A inv ctr	RTF Ca sens inh	Keap1-Nrf2 PPI
COc1ccc2c(c1)c(C(=O)C(C)N1CCCCC1)c(C)n2C (stereo not given)	3	2	4	0	-0.6	4	1.4	-1	1	-2
ClCCN1CCSCC1	-2	-2	-9	1	-2.9	14	-0.3	-3	4	3
CC(C)Oc1ccc(CC2(CCc3ccncc3)C(=O)NC(=O)NC2=O)cc1	1	0	1	0	-0.8	4	0.1	12	-4	-3
O=c1[nH]c(=S)n(C2CCCCC2)c(O)c1/C=N/N1CCOCC1	-3	-3	2	2	-0.4	2	0.8	2	6	2
CC1(C)C2([N+](=O)[O-])CNCC1([N+](=O)[O-])CNC2	-3	2	0	0	-2.1	10	0.4	1	-5	0
CCn1c(O)c(C=Nc2cc(Cl)ccc2Cl)c(=O)n(CC)c1=O	-1	3	0	-4	-2.6	13	-4.0	-15	4	-19
COc1ccc(-n2c(O)c(/C=C3\C=Nc4ccc(Br)cc43)c(=O)[nH]c2=O)cc1	-4	1	0	6	-2.7	15	31	-23	-12	4
COc1cccc(CCNCc2c(F)cccc2F)c1	3	2	2	7	-1.1	6	0.7	-18	-10	2
Clc1ccc(C[n+]2c(-c3ccccc3)cc(-c3ccccc3)cc2-c2ccccc2)cc1	-1	1	10	4	-2.0	11	1.1	-21	-2	0
O=C1C=CC(=O)C2C1C1(Cl)C(Cl)=C(Cl)C2(Cl)C1(Cl)Cl (stereo not given)	·	1	4	2	10	-53	4.1	-9	-9	4
CCCCNC(=O)NC(C(N)=O)P(=O)(OCC)OCC (stereo not given)	-8	5	8	5	-0.7	4	0.4	-9	-9	-1
CCN(CC)c1ccc(CN(C)CCc2ccc(OC)c(OC)c2)cc1	-1	1	5	0	-3.7	19	-1.2	-30	8	-2
O=C1C2CCCN2C(c2cccnc2)N1c1nccs1 (stereo not given)	-2	5	-2	-1	-1.8	11	-0.5	-33	-1	-3
C=Cc1ccc(Cn2c(C(=O)O)c(C=O)c3ccccc32)cc1	-6	1	2	6	-1.7	10	-6.2	0	-2	-19
Cc1cccc(-n2c(/C=C/c3ccc([N+](=O)[O-])o3)nc3ccccc3c2=O)c1	·	2	4	2	2.4	-13	1.2	-34	-6	1
CCOP(=S)(OCC)C(O)CCCCCn1c(=O)c(F)cn(C2CCCO2)c1=O (stereo not given)	·	1	0	-2	-1.4	7	-1.5	-9	-19	-6
CCCC(=O)NC(Oc1ccc(Cl)cc1Cl)C(Cl)(Cl)Cl (stereo not given)	-6	-6	-6	-5	1.3	-8	1.5	9	-1	-3
Cc1cccc(NC(N)=S)c1	-4	-3	8	2	0.4	-2	-2.1	-5	-4	1
O=C(COc1ccc2ccccc2c1)N1CCN(Cc2ccncc2)CC1	-2	0	2	0	-2.8	14	-0.6	-1	-6	-4
CC12CCC(=O)C=C1C=CC1C2CCC2(C)C(O)CCC12 (stereo not given)	5	3	0	3	-0.3	2	-1.3	-10	2	-1
COC(=O)C1=C(c2ccc(F)cc2F)C[C@@H]2CC[C@H]1N2C(=O)NC1CCCCC1	0	1	0	7	-1.6	9	0.2	8	-5	-1
CC(=NCCN1CCCCC1)c1c(O)n(-c2ccc(Cl)cc2)c(=O)[nH]c1=O	·	-1	6	3	-1.4	8	-1.9	5	-10	-5
CC(C)n1c(O)c(C=NCc2ccccc2)c(=O)[nH]c1=S	3	-2	-6	-4	-1.1	6	0.0	13	9	-2
CCCCOc1ccc(CCN)cc1Cl	-2	4	2	1	5.8	-35	0.4	-3	-4	-5
CCCCn1c(C)c(C(=O)OCC)c2c(CN3CCOCC3)c(O)ccc21	-2	2	-7	2	-3.4	20	0.6	-3	-5	-3
N#Cc1cc2c(nc1SCC(=O)Nc1cc(Cl)cc(Cl)c1)C1CCN2CC1	·	1	-1	7	-0.3	1	-1.3	9	-3	-4
O=c1[nH]c(CN2CC=C(c3ccccc3)CC2)nc2cc(C(F)(F)F)ccc12	-2	1	-3	2	-2.1	12	1.5	-32	4	-5
Nc1ccc2nonc2c1[N+](=O)[O-]	·	-2	102*	6	-1.2	6	80*	3	-131	52*
CCN(CC)CCCN=Cc1c(O)n(CCc2ccc(F)cc2)c(=O)[nH]c1=O	1	-2	-2	0	-1.0	6	-0.2	-2	-1	-4
O=C(c1cccn2c(=O)c3ccccc3nc12)N1CCC2(CC1)OCCO2	-1	-7	-5	-2	-1.8	10	-0.9	-41	-9	-7
O=C1CC(N2CCC(n3c(=O)[nH]c4ccccc43)CC2)C(=O)N1c1ccc(F)cc1 (stereo not given)	-6	0	0	·	·	·	1.2	·	-1	2
Cc1nn(-c2ccccc2)c(C)c1NC(=O)COC(=O)Cc1ccccc1	-11	1	2	-5	-3.9	21	0.3	-13	-1	-2
OC1(c2ccc(F)cc2)CC2CCC(C1)N2Cc1nnnn1C1CCCCC1 (stereo not given)	-3	5	-5	1	1.7	-11	-0.8	-4	-12	0
CN1CCN(/N=C/c2c[nH]c3ccccc23)CC1	·	1	-1	1	-0.9	5	0.3	1	2	2
CCCCC(CC)CNCC(O)c1ccccc1 (stereo not given)	-17	-4	4	0	0.1	0	1.0	19	-3	1
Cn1c(O)c(/C=N/N2CCOCC2)c(=O)n(-c2ccccc2)c1=S	-3	5	1	6	-0.5	3	-0.1	-16	-12	-4
Cc1cc(Cl)ccc1C(=O)C1CCCN(C2CCSCC2)C1 (stereo not given)	28	0	17	-2	-1.2	6	0.8	5	-9	-4
CCCCc1ccc2[nH]cc(CCN)c2c1	-3	3	-9	97*	5.2	-31	0.0	-231	-2	-7
CC(=O)c1ccc2c(c1)OCO2	-3	-2	-2	5	-3.0	15	-0.9	11	-2	1
CC(C)c1ccc(-n2c(O)c(/C=N/N3CCOCC3)c(=O)[nH]c2=S)cc1	·	-2	-3	3	-3.3	17	-0.3	5	-5	-5
C=CCN=C(SCC(=O)c1ccc(Cl)cc1)c1c(O)n(C)c(=O)n(C)c1=O	14	1	-4	-1	-3.5	18	-0.9	-2	-3	-5
CN(C)P(=S)(Nc1ccccc1)C(Cl)(Cl)Cl (stereo not given)	0	-1	2	3	9.0	-47	1.2	-8	-8	4
CCN1CCN(C(=O)Cc2ccc(C)cc2)CC1	0	-6	1	1	-1.4	6	1.3	-5	-10	-4
CC(C)(O)/C=C/C(=O)[C@](C)(O)C1[C@H](O)C[C@@]2(C)C3CC=C4C(C[C@H](O)[C@@H](O)C4(C)C)[C@]3(C)C(=O)C[C@]12C (stereo not given in full)	0	-2	0	2	-4.1	19	0.8	-9	5	-46
COC(=O)C1=C(c2ccc(-c3ccccc3)c(F)c2)C[C@@H]2CC[C@H]1N2C(=O)NCCc1ccccc1	-3	-5	-3	8	0.4	-2	-1.8	-20	-4	2
COc1ccc(/C=C/C(=O)NC(=S)N2C[C@H]3C[C@H](C2)c2cccc(=O)n2C3)cc1	-2	-4	0	-5	-0.8	4	1.2	-11	5	-4
O=C(c1ccc(Br)cc1)C12CN3CN(CN(C3)C1)C2	·	-1	-1	0	-1.6	9	-1.5	-9	1	0
CCC1(NS(=O)(=O)c2ccc(N)cc2)C(=O)N(C)C(=O)N(C)C1=O	1	-4	1	0	-1.0	4	0.6	2	3	4
O=C(c1cccc([N+](=O)[O-])c1)C12CN3CN(CN(C3)C1)C2	·	2	7	-5	0.2	-1	-1.6	9	7	-7
O=C(COC(=O)Cc1ccccc1)Nc1ccc(F)cc1	1	-1	-5	-2	0.0	0	-0.7	6	-1	0
c1ccc2cc(C3N4CCCN34)ccc2c1 (stereo not given)	-5	7	8	4	-1.2	6	0.0	21	-4	-2
CCc1cccc(C)c1NC(=S)N1CC2CC(C1)c1cccc(=O)n1C2 (stereo not given)	8	1	-4	3	-1.6	8	-0.3	6	0	0
CCOC(=O)c1c(-n2c(C)cc(/C=C3/C(=O)NC(=O)N(CC)C3=O)c2C)sc2c1CCCC2	-1	-6	-2	0	-3.2	17	-1.6	7	0	-5
CCN(CC)c1ccc(CNCCc2ccccc2F)cc1	0	2	-1	7	4.8	-22	-0.7	-3	1	0
CCC(=O)c1cn(Cc2ccccc2C#N)c2ccccc12	·	2	4	-2	1.5	-7	-1.7	6	-4	2
Cc1c(C(c2ccc(Br)cc2)c2c(O)c3ccccc3oc2=O)c(=O)n(-c2ccccc2)n1C (stereo not given)	-8	-1	0	4	-3.5	19	-0.4	-10	0	1
O=CC(Cl)P(=O)(N1CCCCC1)N1CCCCC1 (stereo not given)	·	6	-1	1	-3.1	13	-0.9	-2	4	-5
CCN1C[C@]2(OC(=O)c3ccccc3NC(C)=O)CCC(OC)C34C5C[C@H]6C(OC)[C@]5(O)[C@](O)(C[C@@H]6OC)C(C[C@@H]32)[C@H]14 (stereo not given in full)	0	-1	0	-2	-2.1	11	0.5	7	-2	0
CC(=O)N(C1=NCCCS1)c1ccccc1Cl	0	-3	1	-5	-2.5	13	-2.8	13	7	2
Cc1ccc(-n2c(O)c(/C=C/C=Nc3ccccc3)c(=O)[nH]c2=O)cc1	-3	85*	39*	-1	-3.1	17	-7.7	7	-39	-18

Further structures.
SMILES	CAL PDZ FP	V-ATPase pHluor	RTF Ca sens act	HTR5A ag ctr	MOR-DOR ag	OPRM1-OPRD1 inv	LANA DNA inh	HTR5A inv ctr	RTF Ca sens inh	Keap1-Nrf2 PPI
CCOc1ccccc1C1SCC(=O)Nc2c1c(=O)[nH]n2C(CC)CC (stereo not given)	-6	1	1	-1	-2.8	12	1.7	11	1	-2
C=CCn1c(O)c(C(=O)CCCCCC)c(=O)[nH]c1=O	-3	6	-7	2	5.2	-30	-1.4	-10	-4	-5
COC(=O)C1=C(c2ccc(F)cc2OCc2ccccc2)C[C@@H]2CC[C@H]1N2C(=O)NCCCc1ccccc1	0	-10	2	4	-2.5	14	-2.0	-13	4	-5
O=C(Nc1cccc2ccccc12)c1nn(C23CC4CC(CC(C4)C2)C3)cc1Br	-1	2	-4	1	2.3	-9	-0.2	3	-9	-3
COc1ccc(CNCCc2c[nH]c3ccccc23)c(OC)c1C	-4	-5	0	7	21*	-95	-1.2	-25	-4	-1
CN(C)C(=O)Oc1ccnc2cc(Cl)ccc12	1	0	-2	5	-1.5	8	0.1	-15	4	2
CCOc1c(P(=S)(N(C)C)N(C)C)c(C)nn1-c1ccccc1	-7	1	7	10	-3.3	19	1.9	-24	2	-3
O=c1[nH]c(=O)n(CCC2=CCCCC2)c(O)c1C=NCCCn1ccnc1	-4	6	5	2	-2.3	12	0.1	-5	-8	-6
COC1=CCC2([N+](=O)[O-])CN(C)CC1([N+](=O)[O-])C2 (stereo not given)	0	4	7	5	-0.4	3	-1.4	-14	-14	2

An excerpt (hit frequency here may not be typical).
